Compound activity: PubChem BioAssay, several laboratories
EBV gp42 inh: Epstein-Barr virus gp42 inhibitors, primary screen, biochemical, uHTS, fluorescence polarization; Glycoprotein 42 (Epstein-Barr virus (strain AG876)), Q1HVG2; Fluorescence polarization binding assay, mP read-out; inhibition, % (tested at 21.74 µM); 220,000 tested, 0.42% active; AID 1085, 2008; in the data active = inhibition above about 50%
Target sequence (Q1HVG2 whole entry, looked up): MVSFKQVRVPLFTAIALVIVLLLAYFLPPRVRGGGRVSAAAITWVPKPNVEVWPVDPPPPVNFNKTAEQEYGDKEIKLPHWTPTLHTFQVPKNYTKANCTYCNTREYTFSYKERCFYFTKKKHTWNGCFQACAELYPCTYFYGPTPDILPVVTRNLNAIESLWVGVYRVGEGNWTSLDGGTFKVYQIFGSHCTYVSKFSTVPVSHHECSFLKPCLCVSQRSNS
TRPML3 agonist: human TRPML3 channel agonists, primary screen, cell-based, HEK293 TRPML3-YFP, Fluo-8 calcium fluorescence, 3 µM. 220,000 tested, 0.29% active. 100% = the carbachol control signal. activation, % at 3 µM. AID 1448, 2008. Mucolipin-3 (Homo sapiens), Q8TDD5;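 active = activation above its plate's cutoff, the mean activation of the plate's test wells plus 3 SD, cut at about 12% in these data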;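 also: 0% = DMSO only wells and 100% = carbachol wells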
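Material: HEK293 cells stably carrying human TRPML3-YFP; compound dosing: single dose, 3 µM final nominal compound, 0.3% DMSO final; incubation: 1-h 37 °C dye load, 5-s basal, 120-s post-compound reads; technique: Fluo-8 intracellular calcium fluorescence, excitation 470-495 nm, emission 515-575 nm; read-out basis: percent activation from peak-to-basal fluorescence ratio, scaled between DMSO and carbachol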
TRPN1 ag: zebrafish TRPN1 channel agonists, primary screen, cell-based, HEK293, calcium fluorescence; transient receptor potential cation channel N1 (TRPN1/NompC), Danio rerio; HEK293 zebrafish TRPN1-YFP, Fluo-8 calcium fluorescence; 100% = response to 87 µM carbachol; activation, % at 3 µM; 220,000 tested, 0.18% active;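 active = activation above its plate's cutoff, the mean activation of test wells on that plate plus 3 SD, cut at about 19% in these data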;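 also: 0% = DMSO alone and 100% = 87 µM carbachol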
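Control set: carbachol 87 µM as high control, DMSO as low control; system: HEK293 stable line with zebrafish TRPN1-YFP; read-out: % activation versus carbachol response; detection: intracellular calcium fluorescence with Fluo-8; doses: single test compound dose, 3 µM nominal, 0.3% DMSO; schedule: dye 1 h 37 °C plus 30 min RT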
Cl transport mod: KCC2 cotransporter modulators, thallium flux, primary screen, cell-based, HEK293 KCC2, FluoZin-2 fluorescence, MLSMR. Solute carrier family 12 member 5 (Homo sapiens), Q9H2X9. KCC2 cells, thallium flux FluoZin-2 fluorescence. B-score of Tl+ flux slope (higher = more flux/activation; lower = inhibition) at 10 µM. 190,000 tested, 2.2% active;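 active = thallium flux slope and its plate-corrected score both differing from the plate sample mean at a set confidence after two filtering rounds, in either direction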;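 also: slope of fluorescence scaled to starting intensity during 10 to 20 s after thallium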
m-calpain inh: inhibitors of pig calpain II, primary screen, biochemical, fluorogenic peptide substrate, 1536-well; purified calpain II, 30 min; inhibition, % at 16 µM; 220,000 tested, 0.37% active;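 active = inhibition above about 50%, limit read from the data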
Thrombin inh: human alpha-thrombin inhibitors, primary screen, counter-screen for coagulation protease inhibitor project, biochemical, 1536-well, fluorogenic AMC substrate. Prothrombin (Homo sapiens), P00734. Boc-VPR-AMC fluorogenic substrate cleavage. inhibition, % at 5 µM. 220,000 tested, 0.26% active;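 active = inhibition at or above 40%; inactive = inhibition below 40%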;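 also: 0% = enzyme with no compound and 100% = wells without enzyme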
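System: human alpha-thrombin protein; Compound dosing: one concentration per compound, 5 µM, with 0.2% DMSO; Timing: reaction at room temperature; Technique: AMC fluorescence, 355/460 nm; Controls: enzyme without compound as high, wells lacking enzyme as low.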
PPC-1+TRAIL kill: compounds killing PPC-1 cancer cells with TRAIL present, primary screen, TRAIL potentiator project, ATPLite luminescence, uHTS; PPC-1 cells + TRAIL, ATPLite viability luminescence; cell killing (% activity), % at 4 µM; 220,000 tested, 0.41% active; AID 1443, 2008;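 active = cell killing above 50% in the first pass at 4 µM, then a duplicate retest at 5 µM averaging 50% or more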;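 also: plate controls were cells with TRAIL plus DMSO for no effect and medium-only wells lacking cells for full effect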
Furin inh: human furin inhibitors, primary screen, biochemical, fluorescence intensity. 220,000 tested, 0.061% active. inhibition, % at 30 µM. purified furin, fluorogenic substrate cleavage. AID 463115, 2010; in the data active = inhibition above about 25%; also: inactives centre near -15
Target sequence (P09958 108-714 limits assumed): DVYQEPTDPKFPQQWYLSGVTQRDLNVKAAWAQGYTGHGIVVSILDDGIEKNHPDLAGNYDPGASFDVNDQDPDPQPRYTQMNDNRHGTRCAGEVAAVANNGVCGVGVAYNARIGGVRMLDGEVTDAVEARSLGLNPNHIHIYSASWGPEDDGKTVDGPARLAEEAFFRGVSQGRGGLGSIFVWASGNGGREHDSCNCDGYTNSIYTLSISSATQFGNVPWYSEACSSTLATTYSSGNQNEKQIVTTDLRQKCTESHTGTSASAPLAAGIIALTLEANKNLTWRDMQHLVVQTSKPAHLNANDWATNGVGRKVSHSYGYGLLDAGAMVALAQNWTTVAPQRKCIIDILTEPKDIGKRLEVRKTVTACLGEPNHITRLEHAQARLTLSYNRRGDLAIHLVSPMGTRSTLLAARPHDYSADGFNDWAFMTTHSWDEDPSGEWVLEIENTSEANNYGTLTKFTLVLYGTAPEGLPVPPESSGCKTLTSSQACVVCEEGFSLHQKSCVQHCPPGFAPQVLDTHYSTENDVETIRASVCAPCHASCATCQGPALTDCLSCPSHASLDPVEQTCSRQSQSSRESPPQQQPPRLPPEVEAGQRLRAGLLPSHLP
Tb hexokinase: Trypanosoma brucei hexokinase 1 inhibitors, primary screen, biochemical, G6PDH-coupled NADH absorbance, MLSCN library; hexokinase 1 [Trypanosoma brucei]; recombinant TbHK1, G6PDH-coupled NADH A340; inhibition, % at 10 µM; 220,000 tested, 0.11% active;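 active = inhibition of 50% or more in the single-dose primary screen; inactive = inhibition below 50%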
Numbers without * were called inactive; nt = not tested or not shown; [ ] = dose if it differs, or a comment.

SMILES,TRPN1 ag,PPC-1+TRAIL kill,Thrombin inh,EBV gp42 inh,Tb hexokinase,m-calpain inh,Furin inh,Cl transport mod,TRPML3 agonist
CCOc1cc(N2CCOCC2)c(OCC)cc1NC(=O)c1ccccc1C,-1.4,-22,-4,-9,5,1,-31,0.87,-0.3
CCOc1ccc(CCNC(=O)c2cc3sccc3n2C)cc1OCC,-1.8,6,6,2,2,29,-20,3.9*,-1.2
Brc1ccc(C2=Nc3cccc4cccc(c34)N2)o1,2.4,0,-5,-11,-9,6,-26,-1.8,0.8
CN(CC(=O)Nc1ccc(N2CCOCC2)cc1)CC(=O)Nc1ccccc1C#N,0.7,13,-5,-13,-2,11,-24,0.49,0.7
Nc1ncnc(Sc2ccccc2)c1[N+](=O)[O-],-0.4,17,-5,0,-27,-11,-7,-0.22,0.0
Cc1ccc(-c2cc(-c3nnc(SCC(=O)NCC(C)C)n3N)c3ccccc3n2)cc1,-1.4,16,-4,6,-27,-88,-14[20 µM],-1,-0.2
COc1cc(-c2cc(C(=O)Nc3ccccc3N3CCOCC3)c3ccccc3n2)cc(OC)c1OC,1.3,5,0,-5,-6,-28,-19,-0.74,1.1
Cc1nnc(C)c2c(C)n(-c3ccc4ncccc4c3)c(C)c12,1.8,12,-8,3,4,-86,-16,nt,0.1
Cc1ccc(-n2c(SCC(=O)NCC3CCCO3)nc3n[nH]c(C)c3c2=N)cc1Cl (centres undefined),0.0,27,12,-11,-14,6,-22,-1,-0.1
Cc1ccc(S(=O)(=O)NN2C(=O)c3ccccc3NC2c2cccc(O)c2)cc1 (centres undefined),-0.9,14,-13,-10,-5,-463,-36,-0.16,0.4
O=C1CCCc2c1nn(-c1ccccc1)[n+]2[O-],-0.1,-4,3,-15,2,7,-16[20 µM],nt,0.6
CC(=O)c1cc2c(cc1NC(=O)c1c(-c3ccccc3)noc1C)OCO2,1.3,0,0,-9,-10,-71,-28[20 µM],1.8,0.0
CCOC(=O)c1ccc(NC(=O)C2CCCO2)cc1 (centres undefined),1.1,23,0,-11,42,-13,-12,0.84,0.3
Cc1ccc(SCCC(=O)Nc2cccnc2)cc1,1.4,nt,-3,-18,-3,-4,-12,-0.72,0.7
CC(=O)NC(=S)Nc1ccccc1N1CCN(C(=O)c2ccccc2)CC1,12,1,3,6,-3,-23,-13,0.33,2.1
CCCc1ccc(OC(=O)c2ccc(O)cc2Cl)cc1,0.0,-15,17,2,8,62*,-9,0.055,0.1
C=C(C)CNC(=S)NNC(=O)CCn1c2ccc(Cl)cc2c2cc(Cl)ccc21,2.4,14,-3,-19,12,-16,-11,1.5,0.8
Cc1cccc2nc(-c3cccc(NC(=O)Cc4ccccc4)c3)cn12,-2.8,24,-3,-9,1,-24,-20,-0.91,-0.3
CCC(=O)N1COC[C@@H]1Cc1ccccc1,2.0,26,-1,-11,-8,-14,-16,nt,1.3
O=C(c1cccc(COc2cccc3ccccc23)c1)N1CCCC1,0.0,2,-5,-3,-6,-3,-18[20 µM],-0.55,-0.7
CSC1=C(C#N)C(C)C2=C(CC(C)(C)CC2=O)N1 (centres undefined),0.1,19,-2,2,-5,-16,-5,-0.095,0.7
Cc1cc(C)c(NC(=S)N2CCC(N(C)CC3CCCO3)CC2)c(C)c1 (centres undefined),0.2,0,-10,0,-6,25,-15[20 µM],-0.29,1.1
CCCNC(=O)C1CN(S(=O)(=O)c2ccccc2)CCN1S(=O)(=O)c1ccccc1 (centres undefined),1.4,4,1,-11,8,5,-23[20 µM],0.012,0.5
CCOC(=O)CN(C#N)c1nc(N(C)C)nc(N(C)C)n1,-3.2,19,2,-22,1,7,-34,-0.039,-0.3
O=C(Cc1cccc2ccccc12)Nc1nc2ccccc2[nH]1,-0.9,14,1,-17,2,-21,-12[20 µM],2.1,1.0
C1=Nc2c(Nc3ccccc3)ncnc2Oc2ccccc21,-0.9,-9,-5,-17,-10,7,-9,nt,-0.8
COc1ccc(C)cc1NC(=O)N1CCC(CO)(CC2CCCCO2)CC1 (centres undefined),-1.8,0,-7,6,0,4,7,0.86,0.8
Cc1cccc(NC(=O)c2cc3c(n(-c4ccccc4)c2=O)CCCC3=O)n1,0.6,27,-1,-6,-24,-20,-14[20 µM],nt,1.4
Cn1c(CNC(=O)OC(C)(C)C)n[nH]c1=S,0.7,nt,-8,-11,-2,-19,-18,0.17,-0.1
COc1ccc(NC(=O)c2ccc(-c3ccccc3)cc2)cc1S(=O)(=O)N1CCOCC1,2.4,31,-5,-10,-12,-49,-18,1.9,1.2

By substructure, the entries above with a Cl atom.
SMILES,TRPN1 ag,PPC-1+TRAIL kill,Thrombin inh,EBV gp42 inh,Tb hexokinase,m-calpain inh,Furin inh,Cl transport mod,TRPML3 agonist
Cc1ccc(-n2c(SCC(=O)NCC3CCCO3)nc3n[nH]c(C)c3c2=N)cc1Cl (centres undefined),0.0,27,12,-11,-14,6,-22,-1,-0.1
CCCc1ccc(OC(=O)c2ccc(O)cc2Cl)cc1,0.0,-15,17,2,8,62*,-9,0.055,0.1
C=C(C)CNC(=S)NNC(=O)CCn1c2ccc(Cl)cc2c2cc(Cl)ccc21,2.4,14,-3,-19,12,-16,-11,1.5,0.8

(next part)
SMILES,TRPN1 ag,PPC-1+TRAIL kill,Thrombin inh,EBV gp42 inh,Tb hexokinase,m-calpain inh,Furin inh,Cl transport mod,TRPML3 agonist
Cn1c(=O)c2c(nc(SCCN3CCCCC3)n2C)n(C)c1=O,1.1,17,-1,-8,7,19,-21[20 µM],-0.009,0.1
Cc1ccc(CNC(=O)C2CCN(S(=O)(=O)c3ccc4c(c3)OCCCO4)CC2)cc1,0.3,15,-4,-48,-1,38,-11,-1,-0.1
Cc1ccc2c(CN3CCN(CCO)CC3)cc(=O)oc2c1,0.7,7,3,-9,-6,-31,-15,-0.49,0.9
CCn1cc(/C=N/NS(=O)(=O)c2ccc(OC)cc2)c(C)n1,-0.6,18,5,-8,-5,-24,-12[20 µM],0.19,0.0
COc1cc2nc(-c3ccc(Br)o3)oc(=O)c2cc1OC,-0.7,15,-1,-13,-14,0,-17[20 µM],-0.3,0.2
c1ccc(C(c2ccccc2)N2CCN(c3ccc4ccccc4n3)CC2)cc1,-0.5,18,-5,-11,-11,-30,-5[20 µM],-0.053,0.2
CC(Oc1ccccc1F)C(=O)NCCN1CCCCC1 (centres undefined),1.2,12,0,-2,-4,-14,-28,-0.32,0.1
COc1cc(/C=C(\C#N)c2nc3ccccc3n2C)cc(OC)c1O,37*,2,5,-36,-4,-14,-11,-6.9*,17*
COC(=O)c1sccc1-c1ccc(C(N)=O)o1,-0.1,26,1,-4,-20,-151,-6,0.23,0.5
CC(Sc1ccccc1)C(=O)N(CCC#N)Cc1cccnc1 (centres undefined),0.9,25,-2,-12,-6,-14,-29,0.61,0.1
CCCOc1c(OC)cccc1C1CC(=O)Nc2cc3c(cc21)OCCO3 (centres undefined),-0.1,11,-4,4,7,22,-6,-1.3,-0.8
CCOc1ccc(NC(=O)NC(=O)N(C(C)C)S(C)(=O)=O)cc1,1.1,-5,-4,7,5,11,-12,1.2,1.0
Cc1cccc(-n2c(C)n[nH]c2=S)c1,-0.1,10,1,-25,-2,-12,-19,nt,0.2
COc1cccc(C2N(c3ccccc3)CCN2c2ccccc2)c1OC,-2.1,10,-7,1,-6,-24,-18,0.01,-0.4
N#Cc1ccccc1/C=C/C(=O)N1CCOCC1,1.1,11,-4,-17,-7,-10,-8,0.7,0.8
c1ccc2c(CSCc3nc4ccccc4[nH]3)cccc2c1,1.9,14,-4,-5,12,1,1,-2.1,0.6
O=C(Nc1nccs1)c1ccc(COc2ccccc2Cl)o1,-2.0,4,2,1,0,23,-13,0.074,-0.8
Cc1ccc(S(=O)(=O)CC(O)CN2CCCC2=O)cc1 (centres undefined),0.3,8,0,-17,-2,2,-14[20 µM],-0.35,-0.1
CC1(C)Cc2ccccc2C(NN=C2CCCC2)=N1,-0.8,18,-4,-8,0,-12,-29,nt,1.0
O=C(NC(=O)N1CCCC1)c1csnn1,2.0,-7,-3,-16,-2,-12,-24,-0.22,0.2
CCc1ccc(NC(=S)N2CCN(c3cccc(OC)c3)CC2)cc1,0.6,18,-10,-17,-9,-23,-10,-0.029,-0.4
O=C(O)/C=C\C(=O)Nc1ccccc1C(=O)N1CCN(c2ccc(Cl)cc2)CC1,0.2,-8,-3,-22,-2,-7,-21[20 µM],0.75,1.4
C/C(Cl)=C\Cn1c(NCCCn2ccnc2)nc2c1c(=O)n(C)c(=O)n2C,-0.2,5,-8,27,-4,19,-14,nt,-0.5
COc1ccc(OC)c(S(=O)(=O)Nc2cnc3ccccc3c2)c1,0.5,1,-8,1,-10,22,-17[20 µM],-5.6*,-0.3
Cc1ccc(NC(=O)C(C)N2C(=O)c3ccccc3C2=O)cc1S(=O)(=O)N1CCOCC1 (centres undefined),-0.2,9,-4,-15,-4,14,-20,-0.079,0.0
C/C(CC(=O)N(C(C)C)C(C)C)=N\NC(=O)COc1ccc(Br)cc1Br,1.1,35,1,-10,-8,10,-14,-1.6,0.8
COC(=O)[C@H](CC(C)C)NC(=O)NCc1ccc(Cl)cc1,1.1,8,-7,-12,-10,-8,-9,-0.9,-0.2
CCOC(=O)c1ccccc1NC(=O)CSc1nc(N)cc(=O)[nH]1,-0.2,-14,2,-11,-3,-3,-11,-0.46,0.0
Cc1ccc(OCc2n[nH]c(=S)n2Cc2ccccc2)cc1,-0.7,14,-10,0,0,-8,-18,nt,-0.4
Cc1ccc2c(c1)C1CN(C)CCC1N2C(=S)Nc1ccc(OC(F)F)cc1 (centres undefined),1.7,-4,-1,0,4,11,-1,-1.4,0.8
O=C(CSc1nc(NS(=O)(=O)c2ccccc2)cc(=O)[nH]1)Nc1ccc(F)cc1,0.0,11,-3,-6,7,11,-24,0.68,-1.4
Cc1ccc(NC(=O)CNc2ccc(OC(C)C)cc2)cc1,-0.7,24,-3,-14,17,4,-4[20 µM],-0.21,0.4
O=C(Nc1ccccc1NC(=O)NC1CCCCC1)NC1CCCCC1,0.1,21,0,-20,2,-21,-28[20 µM],0.9,0.2
